G6PDH CS: L. mesenteroides G6PDH inhibition counter-screen; Purified L. mesenteroides G6PDH, diaphorase/resazurin coupled fluorescence, 45 min; inhibition, % at 5 µM; actives 0.12% (n = 200,000); AID 1020; in the data active means inhibition above about 50%
PPARg SRC1 recr: agonists of human PPARgamma SRC-1 coactivator recruitment. actives 0.41% (n = 200,000). P37231. PPARgamma-SRC-1 coactivator recruitment biochemical assay. activation, % at 8 µM; in the data active means activation above about 19%;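 further: 0% = DMSO and 100% = reference agonist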
PMI activator: increases human mannose-6-phosphate isomerase activity; AID 1214; activation factor at 20 µM; purified human PMI, coupled resazurin fluorescence, 20 min; hits give high values; 1 = vehicle control, 0 substrate-free wells; actives 0.005% (n = 190,000); P34949;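 active means activation factor of 2 or more at 20 µM, relative to plate controls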
Target sequence (P34949 whole entry, looked up): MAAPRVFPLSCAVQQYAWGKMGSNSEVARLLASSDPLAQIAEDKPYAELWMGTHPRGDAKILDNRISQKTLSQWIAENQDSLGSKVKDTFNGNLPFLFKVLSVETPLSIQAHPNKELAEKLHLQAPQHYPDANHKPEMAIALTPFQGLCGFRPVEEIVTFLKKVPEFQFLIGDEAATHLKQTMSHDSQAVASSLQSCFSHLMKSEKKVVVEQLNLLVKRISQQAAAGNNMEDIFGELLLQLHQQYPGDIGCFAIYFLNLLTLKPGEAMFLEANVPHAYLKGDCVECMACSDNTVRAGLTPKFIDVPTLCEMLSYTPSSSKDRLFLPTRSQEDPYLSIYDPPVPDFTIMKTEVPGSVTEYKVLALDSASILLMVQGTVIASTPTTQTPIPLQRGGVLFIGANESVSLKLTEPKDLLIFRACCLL
Diaphorase act: activates diaphorase or chemically reduces, flagging diaphorase assay artifacts; Diaphorase/resazurin coupled assay, resorufin fluorescence, 16 min; hits give high values; 1 = vehicle wells, 0 = NADH-free wells; activation factor at 20 µM; actives 0.005% (n = 190,000); AID 1229;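 active means diaphorase activity raised at least twofold by the compound at 20 µM; inactive means activation factor below 2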
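test system = bacterial diaphorase enzyme (C. kluyveri) | quantity = enzyme 0.07 U/mL final | reagent = NADH substrate 0.114 mM plus resazurin dye 0.1 mM, final | incubation = 16 min enzyme reaction, ambient temperature | buffer or medium = HEPES pH 7.4 buffer with MgCl2 and Tween 20 | signal = fluorescence of resorufin, 544 nm excitation, 590 nm emission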
ROMK mod: modulates human ROMK potassium channel activity; Tet-inducible ROMK, thallium flux fluorescence; actives lie on both sides; B-score at 10 µM; actives 2% (n = 130,000); AID 1918; P48048;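 active means signal ratio slope over the read window, or its plate-corrected B-score, at least 3 SD from the plate mean, either direction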;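 further: B-score of the F/F0 ratio slope over 7 to 12 s after thallium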
PMI act satM6P: PMI (human) activation, high substrate. coupled PMI enzyme assay, resazurin fluorescence, 20 min; hits give high values; 1 = untreated enzyme, 0 = substrate-free blank. AID 1216. activation factor at 20 µM. actives 0.34% (n = 190,000);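 active means activation factor of 2 or more at 20 µM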
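Test system: human PMI in coupled enzyme assay; Input: PMI at 15 ng/mL final; Medium: HEPES buffer, pH 7.4; Schedule: 20 min incubation at room temperature; Technique: resorufin fluorescence at Ex 544/Em 590 nm; Compound: 20 µM single dose; Probe or stimulus: Near-saturating mannose-6-phosphate, 1.0 mM.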
S1P3 antagonist: blocks the human S1P3 receptor | Q99500 | actives 0.27% (n = 170,000) | inhibition, % at 4.98 µM | CHO S1P3 NFAT-BLA reporter, FRET fluorescence, antagonist mode;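 active means inhibition above the plate cutoff, the mean inhibition of test wells on that plate plus 3 SD, cut at about 28% in these data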;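 further: cells challenged with S1P at its EC80 of 0.8 µM; blue over green emission ratio from cleaved BLA substrate after 4 h stimulation; 0% = S1P-stimulated wells and 100% = unstimulated DMSO-only wells; some compounds past the cut are filed as inactive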
Target sequence (Q99500 whole entry, looked up): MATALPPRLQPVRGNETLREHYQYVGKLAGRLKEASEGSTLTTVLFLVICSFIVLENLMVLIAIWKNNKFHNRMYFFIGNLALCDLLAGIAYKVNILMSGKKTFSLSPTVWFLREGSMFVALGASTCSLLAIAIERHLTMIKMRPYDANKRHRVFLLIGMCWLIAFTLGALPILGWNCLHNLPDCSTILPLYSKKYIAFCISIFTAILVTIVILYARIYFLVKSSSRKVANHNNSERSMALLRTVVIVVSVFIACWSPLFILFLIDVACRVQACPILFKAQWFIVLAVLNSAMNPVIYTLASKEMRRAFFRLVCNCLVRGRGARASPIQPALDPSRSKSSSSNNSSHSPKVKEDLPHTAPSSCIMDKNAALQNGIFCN
Diaphorase inh: diaphorase inhibition or chemical oxidation counter-screen | inhibition, % at 20 µM | diaphorase resazurin-to-resorufin fluorescence, NADH, 16 min; bacterial (C. kluyveri) enzyme, not human | actives 0.69% (n = 190,000);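 active means primary screen inhibition at 20 µM above a set limit, cut at about 50% in these data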;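 further: plate controls were DMSO with full reaction for no effect and wells lacking NADH for full effect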
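Test system: bacterial diaphorase enzyme (C. kluyveri); Quantity: 0.14 U/mL diaphorase, enzyme working solution; Times: reaction incubation of 16 min at room temperature; Measured by: fluorescence of resorufin formed from resazurin, Ex 544/Em 590 nm; Benchmarks: positive control minus NADH, DMSO neutral control.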
PPARg SRC-3 ag: promotes SRC-3 coactivator recruitment by human PPARgamma | AID 731 | P37231 | activation, % at 8 µM | biochemical PPARgamma/SRC-3 coactivator recruitment assay | actives 0.26% (n = 200,000); in the data active means activation above about 23%;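 further: 0% = DMSO and 100% = reference agonist; some compounds past the cut are filed as inactive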
PPARg SRC-2 ag: agonists of SRC-2 recruitment by human PPARgamma; actives 0.34% (n = 200,000); activation, % at 8 µM; AID 1032; P37231; PPARgamma LBD-SRC-2 recruitment, biochemical; in the data active means activation above about 22%;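 further: 0% = vehicle and 100% = reference agonist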
TR-FRET SRC-2 ct: flags TR-FRET format artefacts in PPARgamma SRC-2 recruitment agonist screen; TR-FRET artefact counter-screen; hits give high values; TR-FRET ratio at 8 µM; actives 0.4% (n = 200,000); in the data active means TR-FRET ratio above about 2000; further: inactives centre near 1500
* marks the source's active call; other numbers are inactive results.

COc1ccc(C2CC(c3ccccc3)=NN2C(=O)CN2N=NC3C(=O)N(c4cccc(F)c4)C(=O)C32)cc1 (stereo not given) was read as G6PDH CS 4, PPARg SRC1 recr 10, PMI activator 0.8, Diaphorase act 0.9, PMI act satM6P 0.9, S1P3 antagonist -3, Diaphorase inh 9, PPARg SRC-3 ag 1, PPARg SRC-2 ag 12 and TR-FRET SRC-2 ct 1578.
`CC1C2C(C)N(C)C(=O)N(C)C2N(C)C(=O)N1C` (stereo not given) gave G6PDH CS 8, PPARg SRC1 recr -6, PMI activator 0.8, Diaphorase act 0.9, PMI act satM6P 0.9, S1P3 antagonist 26, Diaphorase inh 14, PPARg SRC-3 ag 0, PPARg SRC-2 ag -4 and TR-FRET SRC-2 ct 1475.
COCCCNC(=O)c1cccc(NC(=O)c2ccccc2)c1 was read as G6PDH CS 7, PPARg SRC1 recr -4, PMI activator 0.9, Diaphorase act 0.9, ROMK mod -0.084, PMI act satM6P 1, S1P3 antagonist 2, Diaphorase inh 14, PPARg SRC-3 ag 1, PPARg SRC-2 ag -9 and TR-FRET SRC-2 ct 1583.
`O=C(COc1ccc(Cl)cc1)N/N=C/CCc1ccccc1` gave G6PDH CS 6, PPARg SRC1 recr 2, PMI activator 1, Diaphorase act 0.9, ROMK mod -1, PMI act satM6P 1, Diaphorase inh 12, PPARg SRC-3 ag 0, PPARg SRC-2 ag -2 and TR-FRET SRC-2 ct 1694.
Screening Cc1cc(Cl)ccc1OCC(=O)NNC(=O)C1CCCO1 (stereo not given) returned G6PDH CS -10, PPARg SRC1 recr -5, PMI activator 1.1, Diaphorase act 0.9, ROMK mod -0.8, PMI act satM6P 1, S1P3 antagonist -19, Diaphorase inh 8, PPARg SRC-3 ag 1, PPARg SRC-2 ag 1 and TR-FRET SRC-2 ct 1543.
COc1cccc(-c2nc3ccccc3c(=O)o2)c1 was read as G6PDH CS 10, PPARg SRC1 recr -2, PMI activator 1.1, Diaphorase act 0.9, ROMK mod 0.76, PMI act satM6P 1.1, Diaphorase inh 10, PPARg SRC-3 ag 8, PPARg SRC-2 ag 7 and TR-FRET SRC-2 ct 1621.
Cc1ccc(SCCOCCN2CCc3ccccc3C2)cc1 was read as G6PDH CS -1, PPARg SRC1 recr 15, PMI activator 1, Diaphorase act 0.8, PMI act satM6P 1, S1P3 antagonist 6, Diaphorase inh 16, PPARg SRC-3 ag 1, PPARg SRC-2 ag -2 and TR-FRET SRC-2 ct 1514.
Screening C=C(C)Cn1c(Sc2nc3ccccc3[nH]2)nc2c1c(=O)[nH]c(=O)n2C returned G6PDH CS 8, PPARg SRC1 recr 2, PMI activator 1.1, Diaphorase act 1, PMI act satM6P 1.1, S1P3 antagonist -2, Diaphorase inh 0, PPARg SRC-3 ag 1, PPARg SRC-2 ag 3 and TR-FRET SRC-2 ct 1517.
O=C(c1ccncc1)N1CCN(C(=O)c2cccc3ccccc23)CC1 was read as G6PDH CS 10, PPARg SRC1 recr -1, PMI activator 1, Diaphorase act 1, PMI act satM6P 0.9, S1P3 antagonist 38, Diaphorase inh -3, PPARg SRC-3 ag 8, PPARg SRC-2 ag 6 and TR-FRET SRC-2 ct 1641.
C=CCn1c(SCC(=O)Nc2ncc(Cc3cc(Cl)ccc3Cl)s2)nnc1-c1ccncc1 was read as G6PDH CS 2, PPARg SRC1 recr 0, PMI activator 1, Diaphorase act 0.9, PMI act satM6P 1, Diaphorase inh 10, PPARg SRC-3 ag 2, PPARg SRC-2 ag 6 and TR-FRET SRC-2 ct 1526.
CCc1cccc2c(C(=O)CCl)c[nH]c12 was read as G6PDH CS -15, PPARg SRC1 recr 5, PMI activator 1.3, Diaphorase act 0.9, PMI act satM6P 1.7, S1P3 antagonist -2, Diaphorase inh 11, PPARg SRC-3 ag 4, PPARg SRC-2 ag -2 and TR-FRET SRC-2 ct 1496.
`Cc1sc2nc(CC(=O)N3CCCC3)[nH]c(=O)c2c1C` gave G6PDH CS -2, PPARg SRC1 recr 4, PMI activator 1, Diaphorase act 1, ROMK mod 0.52, PMI act satM6P 0.9, S1P3 antagonist 12, Diaphorase inh 4, PPARg SRC-3 ag 4, PPARg SRC-2 ag 16 and TR-FRET SRC-2 ct 1593.
`CCC(=O)Nc1ccc(NC(=O)CN2CCCC(C)C2)c(Cl)c1` (stereo not given) gave G6PDH CS 4, PPARg SRC1 recr 0, PMI activator 1.1, Diaphorase act 1, PMI act satM6P 1.1, S1P3 antagonist -4, Diaphorase inh 1, PPARg SRC-3 ag -2, PPARg SRC-2 ag 3 and TR-FRET SRC-2 ct 1594.
Screening CC1=NN(C(=O)Cn2nc([N+](=O)[O-])c(Br)c2C)C(O)(C(F)(F)F)C1 (stereo not given) returned G6PDH CS 2, PPARg SRC1 recr 7, PMI activator 1, Diaphorase act 0.9, PMI act satM6P 0.9, S1P3 antagonist 18, Diaphorase inh 7, PPARg SRC-3 ag -2, PPARg SRC-2 ag 4 and TR-FRET SRC-2 ct 1479.
CCC(=O)N1CCc2cc(Br)cc(S(=O)(=O)N(C)c3ccc(OC)cc3OC)c21 was read as G6PDH CS 4, PPARg SRC1 recr 4, PMI activator 1.1, Diaphorase act 0.9, ROMK mod 0.24, PMI act satM6P 0.8, S1P3 antagonist 2, Diaphorase inh 13, PPARg SRC-3 ag 5, PPARg SRC-2 ag 9 and TR-FRET SRC-2 ct 1641.
For CCc1ccc(C(C(=O)NC(C)(C)CC)N(Cc2ccco2)C(=O)Cn2nnc3ccccc32)cc1 (stereo not given) the results were G6PDH CS 5, PPARg SRC1 recr 1, PMI activator 1, Diaphorase act 0.9, PMI act satM6P 0.9, Diaphorase inh 6, PPARg SRC-3 ag 9, PPARg SRC-2 ag -4 and TR-FRET SRC-2 ct 1751.
CC(=O)c1c(N2CCN(C)CC2)nc(=S)n(-c2cc(C)ccc2C)c1C was read as G6PDH CS 4, PPARg SRC1 recr 2, PMI activator 1.4, Diaphorase act 0.9, ROMK mod -0.16, PMI act satM6P 1.1, S1P3 antagonist -27, Diaphorase inh 14, PPARg SRC-3 ag 5, PPARg SRC-2 ag 2 and TR-FRET SRC-2 ct 1580.
For O=c1[nH]c(CN(CCO)CCO)nc2c1C1(CCCCC1)Cc1ccccc1-2 the results were G6PDH CS 4, PPARg SRC1 recr 12, PMI activator 1, Diaphorase act 0.7, ROMK mod 0.14, PMI act satM6P 1, Diaphorase inh 26, PPARg SRC-3 ag -5, PPARg SRC-2 ag 10 and TR-FRET SRC-2 ct 1784.
Screening COc1cccc2c(=O)c3ccccc3oc12 returned G6PDH CS 1, PPARg SRC1 recr 14, PMI activator 1, Diaphorase act 1.1, ROMK mod -0.11, PMI act satM6P 1, S1P3 antagonist -38, Diaphorase inh -11, PPARg SRC-3 ag 2, PPARg SRC-2 ag 9 and TR-FRET SRC-2 ct 1715.
Screening CCc1ccccc1OCCCOc1ccc(OC)cc1 returned G6PDH CS 3, PPARg SRC1 recr 1, PMI activator 0.8, Diaphorase act 0.9, PMI act satM6P 0.9, Diaphorase inh 9, PPARg SRC-3 ag 3, PPARg SRC-2 ag -1 and TR-FRET SRC-2 ct 1538.
For COc1ccc(S(=O)(=O)N2CCCCC2)cc1NC(=O)c1ccc([N+](=O)[O-])o1 the results were G6PDH CS 4, PPARg SRC1 recr 3, PMI activator 1, Diaphorase act 0.8, ROMK mod 0.1, PMI act satM6P 0.9, S1P3 antagonist -17, Diaphorase inh 18, PPARg SRC-3 ag 3, PPARg SRC-2 ag -1 and TR-FRET SRC-2 ct 1676.
For COc1ccc(CN(C(=O)c2cnccn2)C(C(=O)Nc2ccc(F)cc2)c2ccccc2)cc1 (stereo not given) the results were G6PDH CS -1, PPARg SRC1 recr 3, PMI activator 1, Diaphorase act 0.9, ROMK mod 0.058, PMI act satM6P 1, Diaphorase inh 11, PPARg SRC-3 ag -2, PPARg SRC-2 ag 4 and TR-FRET SRC-2 ct 1703.
`CC(C(=O)Oc1ccc2c(c1)OCO2)N1C(=O)c2ccccc2C1=O` (stereo not given) gave G6PDH CS 5, PPARg SRC1 recr -9, PMI activator 1, Diaphorase act 0.9, ROMK mod 0.075, PMI act satM6P 1, Diaphorase inh 6, PPARg SRC-3 ag 0, PPARg SRC-2 ag -4 and TR-FRET SRC-2 ct 1589.
Screening COc1ccc(CC(=O)Nc2c3c(nn2-c2cccc(Cl)c2)CS(=O)C3)cc1 (stereo not given) returned G6PDH CS -2, PPARg SRC1 recr -7, PMI activator 1.1, Diaphorase act 1.1, PMI act satM6P 1.1, S1P3 antagonist 6, Diaphorase inh -11, PPARg SRC-3 ag -8, PPARg SRC-2 ag 0 and TR-FRET SRC-2 ct 1312.
`CC(C)(C)OC(=O)NC(CO)c1cn([C@@H](Cc2cc3ccccc3[nH]2)C(=O)N2CCN(C(=O)OC(C)(C)C)CC2)nn1` (stereo not given in full) gave G6PDH CS 8, PPARg SRC1 recr 4, PMI activator 1, Diaphorase act 0.9, PMI act satM6P 1.1, S1P3 antagonist 11, Diaphorase inh 10, PPARg SRC-3 ag -1, PPARg SRC-2 ag 5 and TR-FRET SRC-2 ct 1451.
`COc1ccc(-c2csc(Cc3nnc(N4CCOCC4)n3-c3ccccc3)n2)cc1` gave G6PDH CS 6, PPARg SRC1 recr 0, PMI activator 1.3, Diaphorase act 0.8, ROMK mod -1.3, PMI act satM6P 1.2, Diaphorase inh 16, PPARg SRC-3 ag 4, PPARg SRC-2 ag -4 and TR-FRET SRC-2 ct 1431.
Screening COc1cccc(CNc2ccc(N3CCC(C)CC3)cc2)c1OC returned G6PDH CS 3, PPARg SRC1 recr 4, PMI activator 0.3, Diaphorase act 0.4, PMI act satM6P 0.4, Diaphorase inh 63*, PPARg SRC-3 ag 11, PPARg SRC-2 ag 2 and TR-FRET SRC-2 ct 1477.

Filtered by structure, the compounds so far containing a furan ring, fused or not (2)
For CCc1ccc(C(C(=O)NC(C)(C)CC)N(Cc2ccco2)C(=O)Cn2nnc3ccccc32)cc1 (stereo not given) the results were G6PDH CS 5, PPARg SRC1 recr 1, PMI activator 1, Diaphorase act 0.9, PMI act satM6P 0.9, Diaphorase inh 6, PPARg SRC-3 ag 9, PPARg SRC-2 ag -4 and TR-FRET SRC-2 ct 1751.
For COc1ccc(S(=O)(=O)N2CCCCC2)cc1NC(=O)c1ccc([N+](=O)[O-])o1 the results were G6PDH CS 4, PPARg SRC1 recr 3, PMI activator 1, Diaphorase act 0.8, ROMK mod 0.1, PMI act satM6P 0.9, S1P3 antagonist -17, Diaphorase inh 18, PPARg SRC-3 ag 3, PPARg SRC-2 ag -1 and TR-FRET SRC-2 ct 1676.
